PV pol inh: inhibitors of poliovirus RNA polymerase binding and polymerization. P03300. poliovirus polymerase elongation, fluorescence polarization; hits give low values. % elongation, % (compound at 16.7 µg/mL). 150,000 tested, 0.66% active. AID 588519; in the data active = % elongation below about 90%; note: some results filed as inactive read as strong as hits
Target sequence (P03300 1749-2209 limits assumed): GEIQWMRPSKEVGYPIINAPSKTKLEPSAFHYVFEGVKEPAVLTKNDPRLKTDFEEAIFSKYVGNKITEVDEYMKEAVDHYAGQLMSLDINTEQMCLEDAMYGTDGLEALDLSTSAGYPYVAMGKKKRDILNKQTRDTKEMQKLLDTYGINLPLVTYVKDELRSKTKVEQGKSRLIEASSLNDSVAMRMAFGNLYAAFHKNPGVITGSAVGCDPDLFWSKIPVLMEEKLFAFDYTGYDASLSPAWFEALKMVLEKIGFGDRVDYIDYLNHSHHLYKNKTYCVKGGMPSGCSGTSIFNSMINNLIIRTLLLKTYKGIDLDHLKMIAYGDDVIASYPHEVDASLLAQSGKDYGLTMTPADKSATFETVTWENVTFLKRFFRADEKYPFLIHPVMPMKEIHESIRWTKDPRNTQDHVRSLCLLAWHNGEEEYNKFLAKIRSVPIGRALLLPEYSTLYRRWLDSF
PV pol inh FP z-score: recorded beside PV pol inh, whose call it bears; z-score; measured here: FP z-score; hits read low
* marks the source's active call; other numbers are inactive results. This is a subset, so the mix of outcomes need not match the whole.

SMILES | PV pol inh | PV pol inh FP z-score
O=C1c2ccccc2C(=O)N1CCCSc1nccn1-c1cc(Cl)ccc1Cl | 105.0 | 0
CN(C(=O)CSc1nnc(N)s1)c1ccccc1 | 100.0 | -0.1
O=C(CCCCn1c(=O)c2ccccc2n(Cc2cccc(Cl)c2)c1=O)NCc1ccc2c(c1)OCO2 | 105.0 | -0.3
CC(C)C(=O)Nc1ccc(N2CCN(C(=O)c3ccccc3)CC2)cc1 | 100.0 | -0.5
Cc1nn(-c2ccccc2)c(Cl)c1CSc1nnc(N)s1 | 105.0 | 0.1
O=C(Nc1nccs1)c1ccc(CSc2ccccc2)o1 | 98.0 | -1.8
CCCCCn1nc(C)c(/C=N\NC(=O)c2cccs2)c1C | 103.0 | 0.6
COc1cccc(CN(Cc2ccco2)C(c2ccc(OC)c(OC)c2)c2nnnn2Cc2ccccc2)c1 (stereo not given) | 101.0 | -0.3
S=C(Nc1cccc(Cl)c1)N1CCCN(Cc2ccccc2Cl)C1 | 101.0 | -0.6
COc1cc(CN(C)C(C)C(=O)NC2CCCCC2)ccc1OC(F)F (stereo not given) | 102.0 | -0.1
CCOC(=O)c1cnc(Nc2ccccc2)nc1C(F)(F)F | 101.0 | 0
Cc1ccc(C(=O)Oc2c(CN3CCN(C)CC3)cc(Cl)c3cccnc23)cc1 | 102.0 | 0
COc1cc(C(=O)Nc2cccc(C#N)c2)ccc1OC(F)F | 103.0 | 0.1
CCN(CC)CCN(C(=O)c1ccco1)c1nc2ccc(F)cc2s1 | 103.0 | 0
CCOC(=O)NNC(=O)C1CCC(C)CC1 (stereo not given) | 102.0 | -0.8
Cc1ccc(NC(=O)Nc2ccc3c(c2)N(C)C(=O)CS3)cc1 | 104.0 | 0.7
Cc1cccn2c(=O)cc(CN3CCC(C(=O)N4CCOCC4)CC3)nc12 | 107.0 | 0.7
CCCNC(=O)Nc1ccc(I)cn1 | 100.0 | -0.4
COC(=O)c1ccc(OC(=O)C(C)C)cc1 | 98.0 | -1.3
O=C(COc1ccc(Cl)cc1)CC(=O)c1ccc(Cl)cc1 | 102.0 | 0
O=C(Nc1n[nH]c(C2CCCCC2)n1)C1CCCCC1 | 100.0 | -0.1
Nn1c(CCC2CCCCC2)n[nH]c1=S | 81.0* | -2.1*
Cc1cccc(-c2noc(CN(C3CCCCC3)S(=O)(=O)c3ccc(F)cc3)n2)c1 | 108.0 | 0.2
CCCCCn1c(CCCNC(=O)c2ccccc2OC)nc2ccccc21 | 108.0 | 0.8
Cc1cc(-c2ccc(C)c(S(=O)(=O)N3CCCN(Cc4ccc(F)cc4)C3)c2)on1 | 102.0 | 0.6
Cc1cccc(OCc2nnc(SCc3csc(Nc4ccccc4C)n3)o2)c1 | 115.0 | 1.6
CCCN(CCC)c1nc(OC)nc(OC)n1 | 100.0 | -0.1
COC(=O)c1c(N)sc(C(=O)N2CCCC2)c1C | 101.0 | 0.6
O=C(NCc1ccc(N2CCOCC2)cc1)c1cc(F)cc2c1OCOC2 | 107.0 | 0.6
COc1ccc(CCNC(=O)COc2cc(C)c3ccccc3n2)cc1 | 105.0 | 0.8
O=C(O)/C=C/C(=O)N(Cc1ccccc1)Cc1ccccc1 | 100.0 | -0.5
COc1ncnc2sc(-c3ccccc3)cc12 | 102.0 | 0
O=C(CSC(=O)c1ccccc1)Nc1ccc(Br)cc1F | 98.0 | -2.1
Cc1nnc(NCc2ccc(Cl)cc2)c2c1nnn2Cc1ccc(F)cc1 | 106.0 | -0.1
CCN(CC)S(=O)(=O)c1ccc2c(c1)nc(CN(C)C(=O)Nc1ccc(F)cc1)n2C | 105.0 | -0.2
CCOc1ccc(CN2C(=O)c3ccccc3Sc3ccc(C(=O)N4CCC5(CC4)OCCO5)cc32)cc1 | 109.0 | 0.1
O=c1cc(-c2nc3ccccc3s2)oc2ccccc12 | 103.0 | 0.5
Clc1ccc(CSc2nncn2-c2ccc3c(c2)OCCO3)cc1 | 104.0 | 0.5
CCOC(=O)c1c(Cl)nc2ccccc2c1Cl | 102.0 | 0.3
CC1(C)C2CCC1(CS(=O)(=O)N1CCCc3ccccc31)C(=O)C2 (stereo not given) | 98.0 | -1.1
COc1ccc2cc(CNc3ccc(C)cc3)c(=O)n(CC(=O)Nc3ccc(C)cc3Cl)c2c1 | 107.0 | 0.2
CC(=O)NCCNc1nc2c(-c3ccc(C)cc3)nnn2c2ccccc12 | 103.0 | -0.3
O=C(c1ccc2cn[nH]c2c1)N1CCC2(CC1)OCCO2 | 99.0 | -1.3
NC(=O)C1(c2ccccc2)CCCC1 | 102.0 | 0.1
Cc1ccc(CN2CC(C(=O)NC(c3nc4ccccc4[nH]3)C(C)C)CC2=O)cc1 (stereo not given) | 102.0 | -0.1

A different layout for part of the listing above.
| canonical_smiles | PV pol inh | PV pol inh FP z-score |
| --- | --- | --- |
| CCOC(=O)NNC(=O)C1CCC(C)CC1 (stereo not given) | 102.0 | -0.8 |
| Cc1ccc(NC(=O)Nc2ccc3c(c2)N(C)C(=O)CS3)cc1 | 104.0 | 0.7 |
| Cc1cccn2c(=O)cc(CN3CCC(C(=O)N4CCOCC4)CC3)nc12 | 107.0 | 0.7 |
| CCCNC(=O)Nc1ccc(I)cn1 | 100.0 | -0.4 |
| COC(=O)c1ccc(OC(=O)C(C)C)cc1 | 98.0 | -1.3 |
| O=C(COc1ccc(Cl)cc1)CC(=O)c1ccc(Cl)cc1 | 102.0 | 0 |
| O=C(Nc1n[nH]c(C2CCCCC2)n1)C1CCCCC1 | 100.0 | -0.1 |
| Nn1c(CCC2CCCCC2)n[nH]c1=S | 81.0* | -2.1* |
| Cc1cccc(-c2noc(CN(C3CCCCC3)S(=O)(=O)c3ccc(F)cc3)n2)c1 | 108.0 | 0.2 |
| CCCCCn1c(CCCNC(=O)c2ccccc2OC)nc2ccccc21 | 108.0 | 0.8 |
| Cc1cc(-c2ccc(C)c(S(=O)(=O)N3CCCN(Cc4ccc(F)cc4)C3)c2)on1 | 102.0 | 0.6 |
| Cc1cccc(OCc2nnc(SCc3csc(Nc4ccccc4C)n3)o2)c1 | 115.0 | 1.6 |
| CCCN(CCC)c1nc(OC)nc(OC)n1 | 100.0 | -0.1 |
| COC(=O)c1c(N)sc(C(=O)N2CCCC2)c1C | 101.0 | 0.6 |
| O=C(NCc1ccc(N2CCOCC2)cc1)c1cc(F)cc2c1OCOC2 | 107.0 | 0.6 |
| COc1ccc(CCNC(=O)COc2cc(C)c3ccccc3n2)cc1 | 105.0 | 0.8 |
| O=C(O)/C=C/C(=O)N(Cc1ccccc1)Cc1ccccc1 | 100.0 | -0.5 |
| COc1ncnc2sc(-c3ccccc3)cc12 | 102.0 | 0 |
| O=C(CSC(=O)c1ccccc1)Nc1ccc(Br)cc1F | 98.0 | -2.1 |
| Cc1nnc(NCc2ccc(Cl)cc2)c2c1nnn2Cc1ccc(F)cc1 | 106.0 | -0.1 |
| CCN(CC)S(=O)(=O)c1ccc2c(c1)nc(CN(C)C(=O)Nc1ccc(F)cc1)n2C | 105.0 | -0.2 |
| CCOc1ccc(CN2C(=O)c3ccccc3Sc3ccc(C(=O)N4CCC5(CC4)OCCO5)cc32)cc1 | 109.0 | 0.1 |
| O=c1cc(-c2nc3ccccc3s2)oc2ccccc12 | 103.0 | 0.5 |
| Clc1ccc(CSc2nncn2-c2ccc3c(c2)OCCO3)cc1 | 104.0 | 0.5 |
| CCOC(=O)c1c(Cl)nc2ccccc2c1Cl | 102.0 | 0.3 |
| CC1(C)C2CCC1(CS(=O)(=O)N1CCCc3ccccc31)C(=O)C2 (stereo not given) | 98.0 | -1.1 |
| COc1ccc2cc(CNc3ccc(C)cc3)c(=O)n(CC(=O)Nc3ccc(C)cc3Cl)c2c1 | 107.0 | 0.2 |
| CC(=O)NCCNc1nc2c(-c3ccc(C)cc3)nnn2c2ccccc12 | 103.0 | -0.3 |

Continuation.
SMILES | PV pol inh | PV pol inh FP z-score
CCN1CCN(C(=O)c2ccc(-c3ccccc3)cc2)CC1 | 104.0 | 0.4
COc1ccc(NC(=O)C2CCCN2S(=O)(=O)c2ccc3c(c2)CCCC(=O)N3)cc1Cl (stereo not given) | 112.0 | 1
COc1ccc(Cl)cc1NC(=O)N1CCN(Cc2cc(=O)n3nc(-c4ccccc4)sc3n2)CC1 | 111.0 | 0.7
Oc1cccc(-c2nc(-c3cccs3)c(-c3cccs3)[nH]2)c1 | 109.0 | 0.6
CC(C)C(Sc1nnc(-c2ccccc2)n1-c1ccccc1)C(=O)NC(N)=O (stereo not given) | 103.0 | 0.2
Cc1ccc(Cl)cc1N1CCN(C(=O)COc2cc(=O)n(C)c3ccccc23)CC1 | 110.0 | 1.6
O=C(NCCN1CCN(c2cccc(Cl)c2)CC1)Nc1ccccc1C(F)(F)F | 101.0 | -2
CC12CC3(C(=O)O)C1CCC23C (stereo not given) | 102.0 | 0
COc1ccc(N2CCN(c3nc4ccccc4n4c(C)nnc34)CC2)cc1 | 104.0 | -0.5
Cc1csc2nc(COC(=O)CNC(=O)c3ccccc3Cl)cc(=O)n12 | 107.0 | 0.2
CCOc1ccccc1NC(=O)C1CCN(S(=O)(=O)c2ccc3[nH]c(=O)ccc3c2)CC1 | 105.0 | -0.4
Cc1ccc(-n2c(C)cc(C)c(C#N)c2=O)cc1Cl | 102.0 | -0.2
CCCCC(=O)OC1=C(C(=O)c2ccccc2)N(CCC)S(=O)(=O)c2ccccc21 | 98.0 | -1.4
CCNc1ccc(C2(O)C(=O)c3ccccc3C2=O)cc1 | 103.0 | 0.6
O=C(Nc1cccc(CO)c1)C(F)(F)F | 105.0 | 0.4

3 compounds from above, ordered by heavy-atom count, rising.
SMILES | PV pol inh | PV pol inh FP z-score
CCN1CCN(C(=O)c2ccc(-c3ccccc3)cc2)CC1 | 104.0 | 0.4
O=C(NCCN1CCN(c2cccc(Cl)c2)CC1)Nc1ccccc1C(F)(F)F | 101.0 | -2
CCCCC(=O)OC1=C(C(=O)c2ccccc2)N(CCC)S(=O)(=O)c2ccccc21 | 98.0 | -1.4

Other compounds follow.
SMILES | PV pol inh | PV pol inh FP z-score
CCOC(=O)c1cc(OC(=O)c2ccccc2OC)n(-c2ccccc2)n1 | 103.0 | 0
Cc1cc(C)cc(NC(=O)CCC2=NS(=O)(=O)c3ccccc3N2)c1 | 101.0 | 0.2
CS(=O)(=NS(=O)(=O)c1cc(S(=O)(=O)c2ccccc2)cs1)c1ccc(Cl)cc1 (stereo not given) | 104.0 | -0.2
CCn1c(O)c(C=NCc2cccs2)c(=O)n(CC)c1=S | 98.0 | -0.5
Cc1cc(C)cc(-n2c(SCC(=O)NCc3ccc(F)cc3)nc3c([nH]c4ccccc43)c2=O)c1 | 112.0 | 1.3

From PubChem
